From PubChem
KDM5B inh – inhibitors of human KDM5B histone demethylase | 220,000 tested, 2.6% active | Q9UGL1 | KDM5B demethylase, FDH-coupled NADH fluorescence (FDH is formaldehyde dehydrogenase) | AID 1347165 | Potency, µM (titrated, usually from 57.7 µM), for inactives: top-dose activity change, negative = inhibition, actives largely listed as inhibitors; active means well fitted inhibition curve with a large enough effect; inconclusive means small, poorly fitted or top-dose-only effect; inactive means no such curve, though single readings can be large or run the other way; further: 0% is about no effect; nearly all actives have a fitted effect of over 70% in size
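KDM5BΔAP (200 nM final) in 50 mM HEPES pH 7.5, 0.01% Tween-20 was preincubated 10 min at RT with compound over a concentration range. Substrate mix (H3K4me3 12.5 µM, α-KG 25 µM, Fe²⁺, ascorbate, NAD⁺, FDH) was added, and NADH fluorescence change over 30 min gave dose-response curves.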
Active calls of the source: *; i = inactive; u = inconclusive; & = joins results of further samples; [ ] = dose if it differs, or a comment. Potency means the concentration at half of the fitted maximal effect.

KDM5B inh,structure
-13%,COc1ccccc1N1CCN(c2nc3ccccc3nc2C(C#N)C(=O)OC(C)C)CC1 (stereo unspecified)
16%,CC(=O)c1nnn(-c2ccc(F)cc2F)c1C
-8%,Cc1csc(=O)n1CCC(=O)OCC(=O)NNC(=O)c1ccc(Br)cc1
19%&7%,CN(C)C(=O)N1CCC2(C1)C(=O)N(CCc1ccccc1)c1ccccc12 (stereo unspecified)
-15%,CN(C)CC(=O)N1CCC2(CC1)NCCc1c2[nH]c2ccccc12
-4%,COC(=O)CC(NC(=O)Cc1ccc(Cl)c(Cl)c1)c1cccs1 (stereo unspecified)
10%[149 µM],O=C1NCc2ccccc2CC12CCCN2Cc1ccsc1 (stereo unspecified)
-25%,O=C(Nc1cccc(C(F)(F)F)c1)C1=CCN(Cc2ccc(F)cc2)CC1
-26%,CCc1ccc2c(CN3CCc4cc(S(N)(=O)=O)ccc43)cc(=O)oc2c1
-1%,COCCOC1CCN(C(=O)c2cccc(C)c2)CC1
-16%[86.2 µM],COc1ccc(CC(=O)N[C@H](C)c2onc(C)c2C(=O)O)cc1
u,Fc1ccc(C(c2nnc(-c3ccccc3)o2)N2CCN(c3cccc(Cl)c3)CC2)cc1 (stereo unspecified)
-10%,COc1ccc(CCNS(=O)(=O)c2ccc(N3CCCCS3(=O)=O)cc2)cc1OC
u,Cc1ccccc1C(=O)NCCc1sc(-c2ccc(Cl)cc2)nc1C
-11%,COc1ccccc1C(=O)NCCC(=O)N1CCCCC1
20%,CN(C)[C@@H]1CN(C(=O)C2(c3ccccc3)CC2)C[C@H]1CO
-11%[86.2 µM],O=C1NC2(CCN(C(=O)c3ccccc3F)C2)Oc2ccccc21 (stereo unspecified)
u,COCCCNC(=O)c1ccc(-c2nc3ccccc3nc2-c2ccccc2)cc1
-6%,OC1CN(Cc2ccccc2)CCN(c2nc(-c3ccccc3)no2)C1 (stereo unspecified)
-19%,CS(=O)(=O)N1CCC(C2CCN(C(=O)c3ccc4[nH]ccc4c3)C2)CC1 (stereo unspecified)

An excerpt from above in order of their number in KDM5B inh, highest first.
| Compound | KDM5B inh |
| --- | --- |
| COCCOC1CCN(C(=O)c2cccc(C)c2)CC1 | -1% |
| COC(=O)CC(NC(=O)Cc1ccc(Cl)c(Cl)c1)c1cccs1 (stereo unspecified) | -4% |
| Cc1csc(=O)n1CCC(=O)OCC(=O)NNC(=O)c1ccc(Br)cc1 | -8% |
| COc1ccc(CCNS(=O)(=O)c2ccc(N3CCCCS3(=O)=O)cc2)cc1OC | -10% |
| COc1ccccc1N1CCN(c2nc3ccccc3nc2C(C#N)C(=O)OC(C)C)CC1 (stereo unspecified) | -13% |
| CN(C)CC(=O)N1CCC2(CC1)NCCc1c2[nH]c2ccccc12 | -15% |
| O=C(Nc1cccc(C(F)(F)F)c1)C1=CCN(Cc2ccc(F)cc2)CC1 | -25% |

The results go on.
KDM5B inh,structure
-7%,Cc1ccc(Nc2nnc(SCc3nnc(C(C)(C)C)o3)s2)cc1
19%,COCC(=O)N(C1CCOCC1)C1CCN(C(=O)c2cc(Cl)ccc2F)CC1
-7%,CCCCn1c(=O)n(C(C)C(=O)Nc2ccc3c(c2)CCC3)c(=O)c2c1ncn2Cc1ccco1 (stereo unspecified)
u,C[C@@H]1OCN(C)[C@H]2C[C@H]3c4[nH]c5cccc(-c6cccc(F)c6)c5c4CCN3C(=O)[C@@H]12
12%,CC(=O)N1CCN(Cc2nnc(C(C)(C)C)o2)CC1
u,COc1cccc(C(=O)Nc2ccc3nc(SCC(=O)N4CCc5ccccc54)sc3c2)c1
-3%[86.2 µM],O=C(Nc1ccc(F)cc1)N[C@H]1[C@H](O)[C@@H](Oc2ccccc2)[C@@H]2OC[C@H]1O2
-14%,O=C(CCS(=O)(=O)c1ccccc1Cl)Nc1ccc(S(=O)(=O)Nc2ncccn2)cc1
-15%,Cc1cnc(C)c(-c2cc(O)c3c(c2)CN(C(=O)C2CCOC2)CCO3)n1 (stereo unspecified)
6%[86.2 µM],C#CCNC(=O)C[C@@H]1C[C@@H](C(C)C)[C@H](CNC(=O)c2ccccn2)C=C1C
2%,COc1ccc(CCC(=O)NCCc2csc(-c3ccc(F)cc3)n2)cc1
u,O=C1NCCCCCCN(Cc2ccncc2)[C@@H]2CN(C(=O)C3CCCCC3)CC[C@@H]12
23%,Cn1ncc(N2CCC(CNC(=O)C3(c4ccccc4)CCCC3)C2)cc1=O (stereo unspecified)
-9%,Cc1cnc(C(=O)NC2C[C@H]3CC[C@@H](C2)N3C(=O)CC(C)C)cn1 (stereo partly specified)
-4%,CCCc1ccc(S(=O)(=O)N(C)CC2CCOC2)cc1 (stereo unspecified)
u,CC(C)(CO)NC(=O)c1cc(-c2cccc3ccccc23)nc2ccccc12
u,O=C1NCCCc2[nH]c(-c3csc(-c4cnccn4)n3)nc21
-37%,CCOC(=O)c1c(NC(=O)CCCOc2ccc(Cl)cc2)sc2c1CCC2
20%,Cc1ccc(C)c(-c2csc(-c3ccccc3)n2)c1
u,COc1ccc(CC(=O)N2CCN(c3cc(-c4cccs4)[nH]n3)CC2)cc1OC

Structural class, those above with an aryl thioether with sulfur outside any ring (two)
KDM5B inh,structure
-7%,Cc1ccc(Nc2nnc(SCc3nnc(C(C)(C)C)o3)s2)cc1
u,COc1cccc(C(=O)Nc2ccc3nc(SCC(=O)N4CCc5ccccc54)sc3c2)c1

More compounds:
KDM5B inh,structure
4%,O=C(Nc1ccc2c(c1)OCCO2)N1CCCC(c2nc(C3CCOCC3)no2)C1 (stereo unspecified)
-8%[115 µM],FC(F)(F)c1ccc(CN2CCC3(CC(c4cccnc4)=NO3)C2)cc1 (stereo unspecified)
14%,COc1ccc(S(=O)(=O)NCCc2noc(-c3ccncc3)n2)cc1
-21%,COc1ccc(-c2cc(C)no2)cc1S(=O)(=O)Nc1c(C)cc(C)cc1C
-2%,O=C(CSc1nc2ccccc2nc1N1CCCC1)N1CCN(C2CCCCC2)CC1
34%[activator],COc1cc2c(cc1CNCC1(O)CNCCOC1)OCCO2 (stereo unspecified)
15%,O=C1CC2(CCN(C(=O)c3ccccc3F)CC2)CN1C/C=C/c1ccccc1
u,CCCc1nn2c(=O)cc(COC(=O)c3ccc(NC(=O)c4cccs4)cc3)nc2s1
2%,CCOc1ccccc1C1NC(=O)N(CC(=O)Nc2ccc(C)c(Cl)c2)C2=C1C(=O)OC2 (stereo unspecified)
11%,CCOc1ccc(-c2nc(CSCC(=O)N3CCc4ccccc43)c(C)o2)cc1
-3%[86.2 µM],Cc1cccnc1CNC[C@H]1O[C@@H]2C[C@@H](CC(=O)N3CCC(F)(F)C3)O[C@@H]2[C@@H]1O
-4%,Cn1cnc2c1c(=O)n(CCCSCc1ccc(Br)cc1)c(=O)n2C
-15%,CCCCN(CCCC)c1nc2c([nH]1)c(=O)[nH]c(=O)n2C
-5%,O=C(CN1C(=O)NC2(CCCCCC2)C1=O)Nc1cccc(F)c1
8%[115 µM],CN(C)C(=O)N1CCC2(CC1)CN(Cc1ccncc1)Cc1ccccc1O2
-6%,CCc1ccc(CNC(=O)Cn2nc(C)n3c(cc4cc(C)ccc43)c2=O)cc1
-2%,COc1cccc(C2CC(=O)N(c3ccc(F)cc3)C3=C2C(=O)OC3)c1OC (stereo unspecified)
17%,COc1cccc(/C=C(/C(=O)OCc2nnc(-c3ccc(Br)cc3)o2)c2ccccc2)c1
-2%,O=C(Nc1ccc(S(=O)(=O)Nc2ccccn2)cc1)c1cccc([N+](=O)[O-])c1
u,Cc1ccc(-n2nc(C)c3c(C)cc(=O)n(CC(=O)NC(C)C)c32)cc1
11%,COc1ccc(C(=O)NC2CCN(c3cn[nH]c(=O)c3)CC2)cc1F
-15%,COC1CCC12CCN(C(=O)c1cc(C)n(C)n1)CC2 (stereo unspecified)
7%,CCCN1CCN(c2nc3c(c(=O)[nH]c(=O)n3C)n2Cc2ccccc2C)CC1
10%,Cc1cc(C)n2nc(SC(C)C(=O)Nc3ccc(Cl)cc3)nc2n1 (stereo unspecified)
4%,Cc1nc(CCNC(=O)CC(C)(C)C)no1
i,COc1ccccc1Nc1cc(C(=O)NCc2cccs2)c2ccccc2n1
-7%,Cc1ccc2nc(C(=O)N(C)Cc3cn[nH]c3-c3ccc(F)cc3)cn2c1
12%,CCOc1ccc(N(Cc2cc3cc(C)ccc3[nH]c2=O)C(=O)c2cccc(Cl)c2)cc1
18%,O=C(COc1ccc(-c2nnc3n2CCCC3)cc1)Nc1ccc(F)cc1
-30%,COCCNC(=O)C(NC(=O)c1ccc(F)cc1)C1CCN(C(=O)c2ccccc2F)CC1 (stereo unspecified)
-26%,COc1cc(/C=C2\C(=N)N3N=C(S(C)(=O)=O)SC3=NC2=O)cc(OC)c1OCCOc1cccc(C)c1
-26%,c1ccc(Cn2cc(CN3CCCOCC3)c(-c3cc4ccccc4o3)n2)cc1
-22%,Cc1ccc(C2Cn3nnc(C(=O)N4CCC(C(=O)NCc5ccncc5)CC4)c3CO2)cc1 (stereo unspecified)
2%,Cc1ccc(C)c(NC(=O)N2CCN(C(=O)c3nsc4ccccc34)CC2)c1
u,Cc1c(C)c2ccc(OC(C)C(=O)NCCN3CCOCC3)c(C)c2oc1=O (stereo unspecified)
6%,CCOCC(=O)N1[C@@H]2CC[C@H]1CC(NC(=O)c1ccc(F)cc1)C2 (stereo partly specified)
28µM*,COCCN(C)C[C@@H]1CN(c2cc(C)c3ccc(SC)cc3n2)C[C@@H]1CO
-19%,CC(=O)N1CCC(CC(=O)N2C[C@@H](Oc3cccnc3)C[C@H]2C(=O)N2CCOCC2)CC1
22µM*,CN1[C@@H](CCC(=O)N2CCN(c3ccccn3)CC2)CNC(=O)[C@@H]2[C@H]1CCN2Cc1ncc[nH]1
-13%,COc1cc(OC)c(NC(=O)Cn2ncn3c(cc4cc(C)ccc43)c2=O)cc1Cl
-7%,Cc1ccc(C(CCNCc2ccc(F)cc2)c2ccco2)cc1 (stereo unspecified)
u,COc1ccc2[nH]c(=O)c(CCC(=O)N3CCCC3)cc2c1
-4%[86.2 µM],O=[N+]([O-])c1cccc(-c2noc([C@@H]3C[C@@H](O)CN3Cc3ccccc3O)n2)c1
-15%,COc1ccc(NC(=O)N2Cc3[nH]cnc3C[C@H]2c2nc(-c3ccc(Cl)cc3)no2)cc1
-12%[86.2 µM],COc1cc(C)c2c(c1C)C[C@H](C(C)C(=O)N1CCCCC1)CC2 (stereo partly specified)
-15%,Cc1cccc(CCN2CCC3(CC2)C(C(=O)O)CC(=O)N3C)n1 (stereo unspecified)
u,O=C(CSc1nccn1Cc1ccccc1)NCc1ccco1
u,CCOC(=O)c1cnc2ccc(OCC)cc2c1N1CCN(c2ccccc2F)CC1
u,Cn1c(CC(=O)Nc2ccccc2F)nnc1SCC(=O)N1CCOCC1
-13%,Cn1nccc1C(=O)N1CCc2nn(Cc3ccccc3)c(=O)n2CC1
10%,COc1cccc(S(=O)(=O)CCOC2CCCCC2C)c1 (stereo unspecified)
14%,N#Cc1ccc(C(=O)N2CCN(c3oc(C4CC4)nc3C#N)CC2)cc1
u,CCOc1ccc(-n2c(SCC(=O)Nc3cc(C)ccc3C)nc3c([nH]c4ccccc43)c2=O)cc1
-14%,O=C1OCCN/C1=C\C(=O)c1ccccc1
1%,COc1cccc(-c2c(NC(=O)c3cccc([N+](=O)[O-])c3)oc3ccccc3c2=O)c1
-24%,O=C(NCC1(c2ccccc2F)CCCC1)C1CCN(C(=O)C2CC2)CC1
9%,CCC(=O)NNC(=S)Nc1ccccc1
5%,CSc1nc(O)c(C(c2ccccc2Cl)c2c(O)nc(SC)[nH]c2=O)c(=O)[nH]1
-4%[86.2 µM],Cc1cc(F)cc(CN2CCOCC3(C2)CN([S+](=O)([O-])c2ccccc2)C3)c1
u,O=C(Nc1ccccc1)c1nc2c(o1)CCN(Cc1ccccn1)CC2

Continued:
KDM5B inh,structure
-1%,COc1ccc(CNCc2ccc(C(=O)O)s2)cc1
u,Cn1c(=O)c2c(-c3ccccc3Cl)n(-c3cc(Cl)ccc3O)cc2n(C)c1=O
1%,Cc1cc(NC(=O)c2cnc3ccccc3n2)ccc1N1CCN(C)CC1
-3%,COc1ccc(N2CCN(S(=O)(=O)c3cn(C)c(=O)n(C)c3=O)CC2)cc1
-2%,COc1ccc(-c2nnc(SCC(=O)Nc3ccccc3C)o2)cc1OC
-10%[86.2 µM],COCCNC(=O)C[C@@H]1C[C@H]2O[C@H](CNCc3ccccc3C(F)(F)F)[C@@H](O)[C@H]2O1
1%,COc1cccc(-n2c(=O)c3c4c(sc3n(Cc3ccc(F)cc3Cl)c2=O)CCCC4)c1
24%,O=C(O)c1ccc(COc2cccc(Cl)c2)cc1
24%,Cc1ccc(C2Cn3nnc(C(=O)N4CCN(C(=O)c5ccc(Cl)cc5)CC4)c3CO2)cc1 (stereo unspecified)
2%,CC(CNC(=O)Cn1cc(C(N)=O)c2ccccc21)c1ccccc1 (stereo unspecified)
-5%,O=C(c1cnn(-c2ccccc2)c1)N1CC[C@H](N2CCOCC2)[C@H](CCCO)C1
u,Nc1nccnc1C(=O)NCCOc1ccccc1
u,Cc1cccc(OCCSc2nc3ccccc3n2CC(=O)N2CCCCC2)c1C
6%[86.2 µM],Cc1cc(F)ccc1OC1CN(C(=O)c2ccc3c(c2)OCO3)C1
-16%,COc1ccc(CNS(=O)(=O)c2ccc(-c3cc(C(F)(F)F)on3)s2)cc1OC
-7%[86.2 µM],NC(=O)C1CCN([C@H]2[C@@H]3OC[C@@H](O3)[C@@H](NCc3cnc4ccccc4c3)[C@@H]2O)CC1
-4%,COC(=O)c1cccc(C(=O)OC)c1Cl
i,COC(=O)c1c(-c2cccs2)csc1NC(=O)c1ccc(Cl)cc1

These rows are one share of the data. The share of hits here may be higher or lower than overall.
